# Assay outcomes: PubChem BioAssay, Sanford-Burnham Center for Chemical Genomics
# hIAP activ: human IAP activation | P09923 | purified human IAP, CDP-Star luminescence, 30 min; active compounds read high; 1 = vehicle-only enzyme, 0 = enzyme-free background | activation factor at 10 µM | 0.16% of 330,000 active;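 active means activation factor of the enzyme at least 2-fold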; further: the source names both 10 and 20 µM as test concentration; values of inactives mirror those of a sister screen read the other way
# Target sequence (P09923 whole entry, looked up): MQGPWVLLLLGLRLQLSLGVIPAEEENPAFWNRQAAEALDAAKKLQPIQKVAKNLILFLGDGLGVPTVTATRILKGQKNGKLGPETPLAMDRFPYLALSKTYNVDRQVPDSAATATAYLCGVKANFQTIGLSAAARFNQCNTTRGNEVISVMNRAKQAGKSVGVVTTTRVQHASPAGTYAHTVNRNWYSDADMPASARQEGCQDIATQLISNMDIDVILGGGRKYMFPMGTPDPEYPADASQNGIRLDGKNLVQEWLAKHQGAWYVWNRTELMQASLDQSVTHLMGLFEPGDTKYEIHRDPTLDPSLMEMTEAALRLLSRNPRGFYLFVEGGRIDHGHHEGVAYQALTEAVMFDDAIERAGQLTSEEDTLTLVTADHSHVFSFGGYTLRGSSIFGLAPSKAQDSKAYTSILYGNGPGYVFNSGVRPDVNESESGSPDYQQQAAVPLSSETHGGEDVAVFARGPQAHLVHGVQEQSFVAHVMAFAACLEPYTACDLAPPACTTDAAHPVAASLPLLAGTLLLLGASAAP
# mIAP activ: increases mouse intestinal alkaline phosphatase activity; muIAP, CDP-Star luminescence, 30 min; active compounds read high; 1 = vehicle-only enzyme signal, 0 = enzyme-free wells; activation factor at 10 µM; 0.24% of 330,000 active; AID 2805;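 active means activation factor of at least 2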; further: the source names both 10 and 20 µM as test concentration; values of inactives mirror those of a sister screen read the other way
#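 also added = chemiluminescent substrate CDP-Star | test system = mouse IAP enzyme | signal = chemiluminescence readout | compound = DMSO-dissolved test compounds | incubation = 30 min at room temperature | benchmarks = DMSO wells, no-enzyme wells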
# hIAP inh: human IAP inhibition; P09923; purified IAP, CDP-Star luminescence, 30 min; inhibition, % at 10 µM; 0.12% of 330,000 active; AID 2544;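 active means inhibition reaching a set limit with compound at 10 µM in the primary screen, cut at about 35% in these data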;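 further: plate controls were DMSO wells with enzyme for no effect and no-enzyme buffer wells for full effect; values of inactives mirror those of a sister screen read the other way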
# Apaf1 inhib: blocks human Apaf-1 apoptosome activity. reconstituted apoptosome caspase-3 activity, DEVD-Rh110 fluorescence. inhibition, % at 20 µM. 0.71% of 330,000 active; active means inhibition of at least 40% at 20 µM;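 further: plate controls were DMSO wells for no effect and DEVD-CHO caspase inhibitor wells for full effect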
#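 System: Apoptosome proteins | Medium: Hepes pH 7.5 with detergent and BSA | Also added: Cytochrome c trigger plus (Z-DEVD)2-Rh110 caspase-3 substrate | Incubation: 30 min compound preincubation, 50 min activation, room temperature | Detection: Rhodamine 110 fluorescence at Ex 480/Em 540 nm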
# ATG4B inh: blocks human ATG4B protease cleavage of LC3 substrate. Q9Y4P1. ATG4B cleavage of LC3-PLA2, NBD-HPC fluorescence, 1 h. inhibition, % at 8.33 µM. 0.51% of 340,000 active; in the data active means inhibition above about 40%
# Target sequence (Q9Y4P1 whole entry, looked up): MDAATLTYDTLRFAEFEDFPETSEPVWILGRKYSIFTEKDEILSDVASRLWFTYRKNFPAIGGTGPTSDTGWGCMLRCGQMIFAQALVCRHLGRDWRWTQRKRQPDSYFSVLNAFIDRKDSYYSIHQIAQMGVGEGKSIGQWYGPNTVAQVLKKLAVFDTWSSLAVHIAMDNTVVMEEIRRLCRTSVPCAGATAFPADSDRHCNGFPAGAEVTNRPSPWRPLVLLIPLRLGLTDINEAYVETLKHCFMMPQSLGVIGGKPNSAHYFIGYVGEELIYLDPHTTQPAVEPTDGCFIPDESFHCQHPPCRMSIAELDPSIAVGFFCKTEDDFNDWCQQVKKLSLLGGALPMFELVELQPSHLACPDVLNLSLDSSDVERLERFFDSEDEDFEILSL
# mIAP inh: blocks mouse intestinal alkaline phosphatase. 0.2% of 330,000 active. AID 2806. inhibition, % at 10 µM. purified mouse IAP, CDP-Star luminescence, 30 min;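 active means inhibition of at least 40% at 10 µM in the primary screen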;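 further: plate controls were DMSO with enzyme for no effect and no enzyme wells for full effect; values of inactives mirror those of a sister screen read the other way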
# TIM10 inh: growth inhibitors of TIM10 yeast strain | S. cerevisiae TIM10 strain growth, BacTiter-Glo luminescence, 24 h | inhibition, % at 10 µM | 1.4% of 330,000 active;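 active means inhibition of 40% or more at the single tested concentration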;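 further: wild-type TIM10 isogenic control strain grown at permissive 25 °C; 0% = DMSO yeast wells and 100% = minimal medium wells without yeast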
# tim10-1 inh: inhibits growth of tim10-1 mutant yeast; S. cerevisiae tim10-1 ts strain growth, BacTiter-Glo, 24 h; inhibition, % at 20 µM; 2.2% of 330,000 active; AID 463190;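 active means inhibition of at least 40%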;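 further: mutant grown at 25 °C; 0% = DMSO wells with yeast and 100% = wells holding no yeast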
# NLRP3 yeast inh: blocks the NALP3 inflammasome reconstituted in yeast; inhibition, % at 10 µM; 0.39% of 330,000 active; Yeast reconstituted NLRP3/ASC/caspase-1, beta-gal luminescence, 24 h;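 active means inhibition of 50% or more; inactive means inhibition below 50%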;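 further: plate controls were induced DMSO wells for no effect and uninduced yeast grown without galactose for full effect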
# An asterisk follows results filed as active; . = not tested or not shown.
SMILES,hIAP activ,mIAP activ,hIAP inh,Apaf1 inhib,ATG4B inh,mIAP inh,TIM10 inh,tim10-1 inh,NLRP3 yeast inh
O=C(COC(=O)c1ccc(O)cc1)NC(c1ccccc1)c1ccccc1,1.3,1.1,-27,12,-7,-10,-4,-7,14
CC(C)(C)OC(=O)N[C@@H](Cc1ccccc1)c1nnc(S(=O)(=O)Cc2cccc(F)c2)o1,0.93,0.91,7,4,-4,9,4,59*,13
CCc1ccccc1S(=O)(=O)Cc1ccc(C(=O)NC(C)C)o1,1.1,1.1,-7,-2,1,-12,4,-4,1
O=C1CCc2cc(S(=O)(=O)NC(C(=O)NCc3cccnc3)c3ccccc3)ccc2N1 (centres undefined),0.99,1,1,1,-3,0,7,-6,12
Cc1sc2ncn(CC(=O)NCCCC(=O)N3CCN(Cc4ccc5c(c4)OCO5)CC3)c(=O)c2c1C,1.1,1,-14,9,-6,-4,-7,26,3
O=C(Nc1ccc(N2C(=O)C3C4C=CC(C4)C3C2=O)cc1Cl)c1cccs1 (centres undefined),0.95,0.93,4,-15,0,7,3,-3,11
O=C(O)c1ccc2nnn(O)c2c1,0.94,0.96,6,-9,7,4,-1,-7,-1
Cc1cc2oc(C(=O)N(Cc3ccccc3)C3CCS(=O)(=O)C3)c(C)c2cc1C (centres undefined),1.1,0.99,-8,32,-20,1,15,20,18
O=C(c1ccc(N2CCCCS2(=O)=O)cc1)N1CCN(c2ccccc2F)CC1,1.4,0.91,-38,3,-4,10,9,3,10
CSc1ncc(CN2CCCC(C(=O)c3ccc(C(C)(C)C)cc3)C2)cn1 (centres undefined),0.85,0.86,14,27,1,14,-30,-4,26
COc1ccc(CC(=O)NNC(=O)c2ccccn2)cc1,1.6,0.8,-64,-6,6,20,3,-8,16
COc1ccc(C(=O)NCc2nnc(SCC(=O)Nc3cc(C)on3)o2)cc1OC,1.2,1,-16,-7,-18,-3,-15,5,0
Cc1c(C(=O)N2CCCCC2)c(S(=O)(=O)N2CCC(C)CC2)c(C)n1C,1.1,0.97,-12,-15,-6,3,13,9,11
O=C(CNC(=O)c1ccccc1F)NCCN1C(=O)S/C(=C\c2ccc3c(c2)OCO3)C1=O,0.96,1,4,-4,-8,-1,-9,6,8
COc1ccc(CC(=O)NNC(=O)c2cccs2)cc1OC,1.1,1.1,-9,-12,-4,-10,5,11,20
O=C(O)C1CCC(CNS(=O)(=O)c2ccccc2)CC1 (centres undefined),0.87,0.95,13,-2,1,5,15,-5,3
CC1(c2nnc(-c3ccc(F)cc3)o2)CC(c2ccc([N+](=O)[O-])cc2)=NO1 (centres undefined),1.1,0.93,-8,11,-12,7,1,-12,11
CNC(=O)CN(c1cc(C)ccc1OC)S(=O)(=O)c1ccc(C)cc1,1.1,0.99,-6,2,-4,0,12,15,-5
CSc1ccc(CN2CCC(N3CC(C)OC(C)C3)CC2)cc1 (centres undefined),1,0.98,-1,-13,5,2,-44,-44,18
O=C(NC1CC2CCCC(C1)N2C(=S)NCCc1ccccc1)C1CC1 (centres undefined),0.98,1.1,2,-7,0,-5,-2,3,12
COc1ccc(S(=O)(=O)NCc2ccc(C)cc2)cc1,0.94,0.98,6,-6,0,2,16,48*,5
COc1ccc(C2/C=C\CN(S(=O)(=O)c3ccc(C)cc3)CC(=O)N2Cc2cccc(F)c2)cc1 (centres undefined),.,1.1,.,32,-3,-1,-5,20,.
O/N=C/c1ccc2cccc(OCc3ccccc3)c2n1,0.89,0.94,11,8,-2,6,18,39,26
CCSc1nc2c(c(=O)n1-c1ccc(F)cc1)SCC2,1.2,1.1,-15,-13,8,-10,-22,-26,-5
CC1CCN(S(=O)(=O)c2ccc(NC(=O)N3c4ccccc4Sc4ccccc43)cc2)CC1,1,1.1,-3,5,3,-6,1,16,6

# 3 entries from above, sorted by heavy-atom count, rising.
SMILES,hIAP activ,mIAP activ,hIAP inh,Apaf1 inhib,ATG4B inh,mIAP inh,TIM10 inh,tim10-1 inh,NLRP3 yeast inh
O/N=C/c1ccc2cccc(OCc3ccccc3)c2n1,0.89,0.94,11,8,-2,6,18,39,26
CCc1ccccc1S(=O)(=O)Cc1ccc(C(=O)NC(C)C)o1,1.1,1.1,-7,-2,1,-12,4,-4,1
CNC(=O)CN(c1cc(C)ccc1OC)S(=O)(=O)c1ccc(C)cc1,1.1,0.99,-6,2,-4,0,12,15,-5

# Returning to the listing; the three compounds before the break are reprinted first.
SMILES,hIAP activ,mIAP activ,hIAP inh,Apaf1 inhib,ATG4B inh,mIAP inh,TIM10 inh,tim10-1 inh,NLRP3 yeast inh
O/N=C/c1ccc2cccc(OCc3ccccc3)c2n1,0.89,0.94,11,8,-2,6,18,39,26
CCSc1nc2c(c(=O)n1-c1ccc(F)cc1)SCC2,1.2,1.1,-15,-13,8,-10,-22,-26,-5
CC1CCN(S(=O)(=O)c2ccc(NC(=O)N3c4ccccc4Sc4ccccc43)cc2)CC1,1,1.1,-3,5,3,-6,1,16,6
COCCCNC(=O)c1ccc(-c2csc(C)n2)cc1,1.1,1.1,-8,-4,5,-7,-1,2,2
COc1ccc(OCCCN(C)Cc2ccccc2)cc1,1,1.1,-1,2,1,-5,4,-5,21
Cc1ccc(N(C(=O)CCC(=O)Nc2cc(C)on2)C(C(=O)NC2CCCC2)c2ccncc2)cc1 (centres undefined),1.1,1,-9,4,-10,-3,9,3,3
CCOc1cccc(-c2c(C(=O)N/N=C/c3ccncc3)nnn2-c2nonc2N)c1,1.2,0.93,-18,14,7,7,4,-8,-15
COc1ccc(C2CC3(CC(C)(C)NC(=S)N3)Oc3cc(O)cc(C)c32)cc1 (centres undefined),1.2,1,-15,13,-13,-2,-7,13,7
Cc1nn(Cc2c(Cl)cccc2Cl)c(C)c1NC(=O)/C=C/c1cnn(C)c1C,0.87,0.89,13,-8,0,11,13,22,6
CCN1CNC(=S)N(C(C)c2ccccc2)C1 (centres undefined),0.95,1,5,2,2,-2,8,7,9
Cc1cc2oc(=O)cc(CN3CCN(Cc4ccccc4)CC3)c2cc1O,0.96,1,4,7,-7,-2,-2,20,12
COc1ccc(C(C(=O)NC(C)(C)C)N(C(=O)CCC(=O)Nc2cc(C)on2)c2ccccc2F)cc1 (centres undefined),0.89,0.96,11,22,-2,4,9,1,16
COc1ccc(C)cc1N(CC(=O)NC1CCCC1)C(=O)CCC(=O)Nc1nc(C)cs1,0.95,0.99,5,9,-7,1,12,-7,11
O=c1c2c3c(sc2nc(NCCO)n1Cc1ccco1)CCCCC3,1.3,0.94,-26,15,-17,6,13,36,0
O=C(NCCS(=O)(=O)N1CCN(c2ccccc2)CC1)C1CC(=O)N(c2ccccc2)C1 (centres undefined),1,1,-2,-2,-6,-4,-5,-9,2
c1ccc2c(c1)CCCN2Cc1nnnn1CC1CCCO1 (centres undefined),1,1,-3,-11,-3,-1,-21,2,10
CCCn1c(SCC(=O)NCc2ccc(OC)cc2)n[nH]c1=O,0.95,0.99,5,2,-10,1,-3,4,20
COCCn1c(NCc2ccco2)nc2c1c(=O)[nH]c(=O)n2C,1,1.1,-1,1,2,-6,-14,20,0
Cc1cc2c(ccc3[nH]onc32)n1,0.85,0.73,15,17,13,26,-18,7,13
COc1ccccc1CNC(=O)c1ccccc1NC(=O)C1=C(C)OCCS1,0.68,0.98,32,21,-2,2,17,22,17
CCCCCn1nc(C(=O)N(CC)c2c(N)n(CCCC)c(=O)[nH]c2=O)c2ccccc2c1=O,0.96,0.96,4,-4,-4,4,-1,-9,-3
CN=C1S/C(=C\c2ccc(N3CCOCC3)cc2C)C(=O)N1C,1,0.89,-4,6,-11,11,3,18,20
CCOC(=O)C1CCN(C(=O)Cn2cc(C#N)c3ccccc32)CC1,0.99,1.1,0,-5,-11,-8,11,5,-11
COC(=O)CSc1nc(NC(C)C)nc(N(C)C)n1,1.1,0.96,-5,5,-8,4,-1,24,1
COCCN(C(=O)C1=COCCO1)c1c(N)n(Cc2ccccc2)c(=O)[nH]c1=O,0.99,0.95,1,-24,-4,5,5,1,14
CCn1c(SCC(=O)c2ccc(OC)cc2)nnc1C1CC1,0.94,1,6,4,-14,-1,6,12,17
CCC(C)n1c(=S)[nH]c2c(sc3ccc([N+](=O)[O-])cc32)c1=O (centres undefined),0.99,0.9,1,-6,1,10,22,17,-4
CCOc1ccc(N2CC(C(=O)NNC(=O)c3ccc(Br)cc3)CC2=O)cc1 (centres undefined),1.1,0.94,-12,5,2,6,-11,1,19

# More entries.
SMILES,hIAP activ,mIAP activ,hIAP inh,Apaf1 inhib,ATG4B inh,mIAP inh,TIM10 inh,tim10-1 inh,NLRP3 yeast inh
COc1ccc(-c2c(-c3cc(OC)cc(OC)c3)n(C)c3ccc(-c4cccc5[nH]ccc45)cc23)cc1,0.85,1.1,15,8,0,-8,-3,8,7
COc1ccc(OC)c(NC(=O)CSc2nc(=O)n(Cc3ccccn3)c3c2CCC3)c1,0.98,0.96,2,2,-13,4,20,13,16
CCOC(=O)/C=c1\s/c(=C\c2c(OC)ccc3ccccc23)c(=O)n1CC(=O)NCC1CCCO1 (centres undefined),0.8,0.91,20,22,-6,9,21,19,0
CNC(=O)COc1ccc(Nc2nnc(C)c3ccccc23)cc1,1,1,-5,0,-4,-4,1,0,-11
Cc1ccc(C(CCNC(C)c2cccs2)c2ccco2)cc1 (centres undefined),1.1,1.1,-8,7,-5,-6,1,24,31
Cc1cccc(Nc2c([N+](=O)[O-])cc(C(=O)N3CC(=O)Nc4ccccc43)cc2[N+](=O)[O-])c1,0.83,0.9,17,12,-12,10,-2,-9,30
O=C(Nn1cc(C(=O)N2CCN(c3ccccc3F)CC2)c2ccccc2c1=O)c1cnccn1,1,1.1,0,7,6,-6,7,13,0
COC(=O)c1sc(-c2ccc(C(C)(C)C)cc2)cc1NC(=O)/C=C/C(=O)O,1.1,0.98,-10,38,30,2,-5,4,1
Clc1ccc(-c2noc(CCCOc3ccccc3)n2)cc1,0.93,0.92,7,-1,2,8,-10,14,8
COc1ccc(-c2cc(C(=O)N3CCCCCC3)c3ccccc3n2)c(OC)c1,0.86,0.98,14,20,-9,2,22,42*,10
Cc1ccc(/C=C/C(=O)Nc2ccc(S(=O)(=O)Nc3onc(C)c3C)cc2)cc1,0.98,0.96,2,12,-5,4,4,0,25
Cc1cc(NS(=O)(=O)c2ccc(NC(=O)CCCOc3ccccc3C)cc2)nc(C)n1,0.79,1.1,21,2,-9,-6,2,-17,21
Cc1ccc(-n2c(=O)c3sccc3n(CC(=O)NCc3ccco3)c2=O)cc1,0.95,0.94,5,-10,1,6,-5,19,1
Cc1ccc(NC(=O)C2CC2)cc1S(=O)(=O)N1CCOCC1,1.2,1,-18,3,2,0,-2,-10,11
CC1(C)CC(=O)c2cc(O)ccc2O1,1,1,-4,-5,-9,-1,9,-4,9
COc1cccc2cc(S(=O)(=O)c3ccccc3)c(=Nc3ccc4c(c3)OCCO4)oc12,0.84,0.83,16,8,-5,16,13,15,7
CCOC(=O)C1CCCN(Cc2cccc(Oc3ccccc3)c2)C1 (centres undefined),1.2,0.95,-16,5,6,5,-5,-2,7
COc1ccc(OCC(O)CNC(=O)/C=C/c2cccc([N+](=O)[O-])c2)cc1 (centres undefined),0.97,0.86,3,-6,4,14,19,18,-11
Cc1nn(-c2ccccc2)c2sc(C(=O)OCc3nnc(-c4ccccc4)o3)cc12,0.91,0.87,9,14,-16,13,3,21,18

# Not a hit list, and some 4.5% of all compounds hit somewhere here.
